From PubChem BioAssay
aSyn rescue: qHTS of alpha-syn Inhibitors; Yeast expressing alpha-synuclein, growth rescue, BacTiter-Glo, 24 h; Potency, µM (titrated, usually from 46.1 µM), for the others: at the highest dose growth rescue (activation), hits mostly activators; hit rate 0.14% among 370,000; AID 652106, 2013; note: potency is the fitted concentration of half-maximal effect; % of control where 0% means no effect; nearly all actives have a fitted effect of over 65% in size
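Screening used galactose-induced yeast with toxic alpha-synuclein levels, exposed to compound for 24 hr at 30 deg C. Cell growth, read with BacTiter-Glo luminescence, gave the measured signal.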
PTHR1 agonist: qHTS for PTHR1 Agonists: Primary Screen. Parathyroid hormone/parathyroid hormone-related peptide receptor (Homo sapiens), Q03431. HEK293 GP2 PTHR1 cells, GloSensor cAMP luminescence, 1 h. Potency, µM (highest dose often 115 µM), without a hit: top-dose activation, most hits filed as activators. hit rate 0.075% among 410,000. AID 743266, 2014; note: potency is the fitted concentration of half-maximal effect; nearly all actives have a fitted effect of over 55% in size; some results filed as inactive show a strong effect at the top dose; inactives centre near -15; many of its hits are not listed in these tables
Target sequence (Q03431 whole entry, looked up): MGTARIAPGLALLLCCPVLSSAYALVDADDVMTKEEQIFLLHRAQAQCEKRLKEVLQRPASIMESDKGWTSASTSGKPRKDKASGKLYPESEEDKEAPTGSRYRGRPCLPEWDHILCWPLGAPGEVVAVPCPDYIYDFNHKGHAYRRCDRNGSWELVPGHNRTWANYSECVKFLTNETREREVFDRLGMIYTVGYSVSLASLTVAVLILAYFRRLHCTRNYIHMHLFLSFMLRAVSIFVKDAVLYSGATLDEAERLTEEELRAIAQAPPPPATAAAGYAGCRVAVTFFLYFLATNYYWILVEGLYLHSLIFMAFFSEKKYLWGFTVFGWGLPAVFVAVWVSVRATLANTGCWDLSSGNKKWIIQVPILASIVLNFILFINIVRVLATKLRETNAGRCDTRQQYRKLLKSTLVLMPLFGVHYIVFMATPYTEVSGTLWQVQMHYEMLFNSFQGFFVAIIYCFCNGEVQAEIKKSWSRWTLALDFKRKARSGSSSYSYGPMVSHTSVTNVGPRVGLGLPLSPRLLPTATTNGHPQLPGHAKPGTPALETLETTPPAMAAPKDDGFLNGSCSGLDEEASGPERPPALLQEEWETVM
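HEK-293-derived GP2 cells expressing PTHR1 and a GloSensor cAMP reporter, 3,000/well, plated overnight, given luciferin plus IBMX (each 0.5 mM as added) for 1 h at 37 °C, then compound for 1 h at 37 °C. Luminescence was read after 15 min at room temperature.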
TDP43 rescue: qHTS of TDP-43 Inhibitors; TDP-43 expressing yeast growth rescue, BacTiter-Glo, 24 h; Potency, µM (highest dose often 46.1 µM), for the others: top-dose growth rescue (activation), actives largely listed as activators; hit rate 1.8% among 410,000; AID 652104, 2013; note: potency is the fitted concentration of half-maximal effect; % of control where 0% means no effect; nearly all actives have a fitted effect of over 50% in size
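Yeast expressing TDP-43 (pregrown in raffinose, seeded at OD600=0.02 in galactose medium) exposed to compounds 24 hr at 30 deg C. Growth read by BacTiter-Glo luminescence; rescue of toxicity appears as increased signal.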
FUS yeast rescue: qHTS for Suppressors of FUS Proteinopathy: Primary screen using FUS-linked yeast assay | S. cerevisiae FUS-expressing, growth rescue, OD600, 24 h | Potency, µM (series often up to 76.6 µM), inactives show at the highest dose growth rescue (activation), hits mostly activators | hit rate 0.24% among 390,000;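 note: potency is the fitted concentration of half-maximal effect; plate controls were DMSO vehicle for no effect and reference control for full effect; nearly all actives have a fitted effect of over 55% in size; some results filed as inactive show a strong effect at the top dose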
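Read-out: OD at 600 nm after 24hr at 30C, reporting rescue of FUS-induced yeast toxicity. Cells at OD 0.005 in galactose (2%) minimal medium; compounds tested in a dilution series; CP55940 titration from 92uM final as control.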
GLP-1R inv ag: qHTS of GLP-1 Receptor Inverse Agonists (Inhibition Mode). Glucagon-like peptide 1 receptor (Homo sapiens), P43220. HEK293 GLP-1R CRE-luciferase, luminescence, 24 h; GLP-1R form is constitutively active. Potency, µM (titrated, usually from 38.3 µM), for inactives: top-dose activity change, negative = inhibition, most hits filed as inhibitors. hit rate 1.6% among 410,000. AID 624417, 2012; note: potency is the fitted concentration of half-maximal effect; % is set by controls: 0 for no effect and ±100 for the full control effect; nearly all actives have a fitted effect of over 55% in size
Target sequence (P43220 whole entry, looked up): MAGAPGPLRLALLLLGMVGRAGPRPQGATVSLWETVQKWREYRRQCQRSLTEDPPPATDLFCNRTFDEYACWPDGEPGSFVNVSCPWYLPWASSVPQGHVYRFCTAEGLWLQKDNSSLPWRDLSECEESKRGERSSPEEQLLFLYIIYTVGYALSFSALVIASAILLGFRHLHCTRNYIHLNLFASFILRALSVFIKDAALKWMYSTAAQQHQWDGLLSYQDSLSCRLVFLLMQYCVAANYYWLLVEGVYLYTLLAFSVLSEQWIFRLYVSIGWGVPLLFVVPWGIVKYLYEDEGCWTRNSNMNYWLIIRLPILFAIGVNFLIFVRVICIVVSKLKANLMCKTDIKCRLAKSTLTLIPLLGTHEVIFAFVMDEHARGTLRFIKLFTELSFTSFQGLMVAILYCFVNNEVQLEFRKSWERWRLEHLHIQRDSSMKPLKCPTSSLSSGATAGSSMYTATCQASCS
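GLP-1R inverse agonism mode: basal reporter luminescence in engineered HEK293 cells measured after one day of compound exposure at 37 deg C, with a 12 min room-temperature detection step.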
pAkt inh: HTS Assay for Inhibitors of Akt Phophorylation: Primary Screen. hit rate 0.32% among 360,000. Neuro2A IGF-stimulated pAkt S473 HTRF, 20 min; active compounds read low. activity change, % for hits at 50 µM. AID 651550, 2012; in the data active = activity change below about -80%; inconclusive = mostly about -51% to -80%; note: % is set by controls: 0 for no effect and ±100 for the full control effect
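Neuro2A cells (4,500/well, DMEM with 0.5% FBS) were treated with compound at a single 50 µM final concentration, stimulated with 6 nM IGF for 20 min at 37 °C, and lysed. Phospho-Akt Ser473 was read by HTRF as 665/615 ratio ×10^4.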
Abeta yeast res: qHTS for compounds that reverse cellular toxicity of Amyloid beta (A-beta) peptide in yeast: Primary Screen; Potency, µM (highest dose often 46.1 µM), for the others: at the highest dose growth rescue, actives largely listed as activators; yeast expressing A-beta42, growth rescue, OD600, 48 h; response scale: 0% DMSO, 100% iron-clioquinol control; hit rate 0.063% among 410,000; AID 1347071, 2019; note: potency is the fitted concentration of half-maximal effect; nearly all actives have a fitted effect of over 55% in size
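Growth rescue measured by 600 nm absorbance after 48 h yeast culture at 30 C with compound. Values normalized between DMSO and an equimolar ferric chloride plus clioquinol control.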
D3 antag: qHTS of D3 Dopamine Receptor Antagonist: qHTS. D3R cells, DiscoveRx beta-arrestin luminescence, antagonist mode; active compounds read low. D(3) dopamine receptor (Homo sapiens), P35462. hit rate 2.5% among 360,000. max response, negative = inhibition, %. AID 652054, 2013; in the data active = max response below about -50%; inconclusive = no clear call, values can overlap the other calls; note: % is set by controls: 0 for no effect and ±100 for the full control effect; mostly tested at two doses, the higher about 12 µM
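Cells plated overnight at 1500 cells/well, then exposed to library compounds with dopamine controls for 90 minutes at 37 degrees C. DiscoveRx reagent added for 30–60 minutes at room temperature; luminescence read, quantitative HTS format.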
GLP1R ag: qHTS of GLP-1 Receptor Agonists | HEK293 GLP-1R CRE-luciferase, luminescence, 4-6 h; cells express a hypersensitive GLP-1R form | hit rate 0.007% among 380,000 | Glucagon-like peptide 1 receptor (Homo sapiens), P43220 | AID 624172, 2012 | Potency, µM (series often up to 45.6 µM), without a hit: at the top dose activation, most hits filed as activators; note: potency is the fitted concentration of half-maximal effect; % of control where 0% means no effect
* marks the source's active call; other numbers are inactive results; i = inactive; ? = inconclusive; . = no result given; [ ] = remark or other dose. Unless noted, calls come from the whole dose curve; as a rule, active = well fitted curve in the direction sought with a large enough effect; inconclusive = small, poorly fitted or top-dose-only effect, or another doubt; inactive = no such curve, though single readings can be large; an effect the other way counts as inactive or inconclusive. Only part of the results is shown; count on the stated rates, not on these rows.

SMILES	aSyn rescue	PTHR1 agonist	TDP43 rescue	FUS yeast rescue	GLP-1R inv ag	pAkt inh	Abeta yeast res	D3 antag	GLP1R ag
COc1ccc2c(c1)NC(=O)CC(c1ccccc1)=N2	-8%	-6%[57.5 µM]	14µM*	10%	3%	i	-21%	-9	12%
O=C(Nc1c2c(nn1-c1ccc(F)cc1)CS(=O)C2)c1ccc(S(=O)(=O)N2CCOCC2)cc1 (configuration not stated)	2%	i	-9%[9.22 µM]	10%	1%	i	-8%	-15	12%
CC(=O)Nc1sc(N/N=C/c2ccc(C)cc2)nc1-c1ccc(C)cc1	.	i	.	?	27%	i	?	-15	0%
CC(C)c1ccc(NC(=O)c2ccc(Br)o2)cc1	-7%	-15%[57.5 µM]	-7%	0%	?	i	-9%	1	-11%
CCOC(=O)C1=CN(Cc2ccco2)S(=O)(=O)N(CC)C1c1cccc(OC)c1 (configuration not stated)	13%	-10%	2%	29%	-34%	i	-8%	-24	0%
COc1ccccc1C(=O)OCCCN=C1NS(=O)(=O)c2ccccc21	-1%	i	-3%	17%	11%	i	16%	-13	9%
CCOC(=O)c1c(NC(=O)CCCOc2ccc(C(C)(C)C)cc2)sc2c1CCCC2	.	i	13%	14%	10%	.	-1%	.	.
COc1ccc(CCC(C)NCc2ccc(F)cc2)cc1 (configuration not stated)	0%	-17%	10%	-19%	8%	i	-16%	-24	?
Cc1cc2nnc(SCC(=O)Nc3ccc(F)c(Cl)c3)n2c2ccccc12	-2%	i	14%	-15%	-1%	.	-8%	.	2%
Cc1cc(C)cc(NC(=O)CSc2nnc(C3CC3)n2CC2CCCO2)c1 (configuration not stated)	0%	18%	-5%	18%	0%	i	-8%	-6	7%
Cc1cccc(C(=O)NNC(=O)c2ccc(F)cc2)c1	-7%	i	7%	-21%	16%	i	-13%	-5	-2%
Cc1cccc(COc2ccc(-c3cc(C(F)(F)F)n4nc(C)cc4n3)cc2)c1	.	i	10%	-4%	13%	.	-10%	.	0%
COc1ccc(-n2cc(-c3ccccc3)c3c(NCCOCCO)ncnc32)cc1	-2%	i	28%	11%	-21%	i	-20%	0	9%
Cc1cc(S(=O)(=O)N2CCOCC2)ccc1OCC(=O)N1CCC(C(N)=O)CC1	?	i	-2%	3%	18%	i	1%	8	2%
COc1ccc(NC(=O)C(F)(OC)C(F)(F)F)c(OC)c1 (configuration not stated)	0%	i	-3%	-15%	12%	i	11%	-25	1%
O=C(N/N=C(\c1ccccc1)c1cccnc1)c1cccc(F)c1	?	-40%	-83%[inhibitor]	19%	?	i	-69%[inhibitor]	-75*	-5%
O=C(NCC1CCCO1)c1ccccc1NS(=O)(=O)c1ccc(Br)s1 (configuration not stated)	3%	-14%	-13%	-5%	2%	i	0%	15	0%
COc1ccccc1Nc1ncnc2c1c(C)c(C)n2CCO	-1%	-2%	3%	26%	76%[activator]	i	-61%[inhibitor]	41	?
CC(=O)c1cc(C)c(OC(=O)c2ccccc2)c(C)c1	-12%	-78%[inhibitor]	?	.	?	i	6%	16	4%
CCOc1ccc2nc(C)cc(Nc3cccc([N+](=O)[O-])c3)c2c1	1%	i	1%	.	?	i	17%	-25	-8%
CCN1C[C@@H]2[C@@H]3C(=O)N(C)C(=O)[C@@H]3[C@](Cc3ccccc3)(C1=O)N2C(=O)c1ccc(C)cc1	8%	-1%	15%	-11%	9%	i	-12%	35	-1%
CC1(C(=O)Nc2ccc3c(c2)OCCO3)CCN1C(=O)C1(c2ccccc2)CC1 (configuration not stated)	4%	-16%	13µM*	16%	-21%	i	-5%	-14	8%
CCN(CC)CCNC(=O)c1cc2c(=O)n(C)c3ccccc3c2n1C	6%	-3%	6%	11%	-11%	i	2%	0	-5%
N/C(=N\OC(=O)c1ccc2c(c1)OCO2)c1ccc([N+](=O)[O-])cc1	-3%	-1%	17%	1%	1%	i	-4%	11	0%
O=C(NCc1ccccn1)c1[nH]c(C(F)(F)F)nc1-c1ccccc1	-10%	-14%	23%	-19%	19%	i	-16%	-23	2%

Full records, looked up by structure. Values in the order: aSyn rescue, PTHR1 agonist, TDP43 rescue, FUS yeast rescue, GLP-1R inv ag, pAkt inh, Abeta yeast res, D3 antag, GLP1R ag
`COc1ccc2c(c1)NC(=O)CC(c1ccccc1)=N2` reads -8%, -6%[57.5 µM], 14µM*, 10%, 3%, i, -21%, -9, 12%
`COc1ccc(CCC(C)NCc2ccc(F)cc2)cc1` (configuration not stated) reads 0%, -17%, 10%, -19%, 8%, i, -16%, -24, ?

Just pAkt inh, TDP43 rescue and GLP-1R inv ag, for some of the entries so far:
canonical_smiles,pAkt inh,TDP43 rescue,GLP-1R inv ag
COc1ccc2c(c1)NC(=O)CC(c1ccccc1)=N2,i,14µM*,3%
O=C(Nc1c2c(nn1-c1ccc(F)cc1)CS(=O)C2)c1ccc(S(=O)(=O)N2CCOCC2)cc1 (configuration not stated),i,-9%[9.22 µM],1%
CC(=O)Nc1sc(N/N=C/c2ccc(C)cc2)nc1-c1ccc(C)cc1,i,.,27%
CC(C)c1ccc(NC(=O)c2ccc(Br)o2)cc1,i,-7%,?
CCOC(=O)C1=CN(Cc2ccco2)S(=O)(=O)N(CC)C1c1cccc(OC)c1 (configuration not stated),i,2%,-34%

Shown as labelled records: 2 of the compounds above.
Cc1cccc(COc2ccc(-c3cc(C(F)(F)F)n4nc(C)cc4n3)cc2)c1
  aSyn rescue: .	PTHR1 agonist: i	TDP43 rescue: 10%	FUS yeast rescue: -4%	GLP-1R inv ag: 13%	pAkt inh: .	Abeta yeast res: -10%	D3 antag: .	GLP1R ag: 0%

COc1ccc(-n2cc(-c3ccccc3)c3c(NCCOCCO)ncnc32)cc1
  aSyn rescue: -2%	PTHR1 agonist: i	TDP43 rescue: 28%	FUS yeast rescue: 11%	GLP-1R inv ag: -21%	pAkt inh: i	Abeta yeast res: -20%	D3 antag: 0	GLP1R ag: 9%

Additional entries:
SMILES	aSyn rescue	PTHR1 agonist	TDP43 rescue	FUS yeast rescue	GLP-1R inv ag	pAkt inh	Abeta yeast res	D3 antag	GLP1R ag
CS(=O)(=O)N(CC(=O)NCC1CCCO1)c1ccc(Cl)c(Cl)c1 (configuration not stated)	6%	-16%[57.5 µM]	-3%	-3%	2%	i	28%	8	0%
COC(=O)c1sccc1-c1ccc(C(=O)Nc2cccnc2)o1	5%	-7%[57.5 µM]	27%	17%	0%	i	29%	8	1%
COc1cc(C2SCC(=O)N2CCN2CCCCC2)ccc1O (configuration not stated)	2%	-8%	-5%	0%	17%	i	-3%	?	10%
CC1=C(c2ccccc2)C(=S)NC(C)(C)C1	7%	-20%	-17%	8%	-43%	i	2%	-1	0%
COc1cccc(-c2nc3c(C#N)c[nH]n3c2NC2CCC(C)CC2)c1 (configuration not stated)	.	i	1%[9.22 µM]	-10%	0%	.	-16%	.	.
CC(C)Cc1cc(C(=O)NCc2cccnc2)no1	0%	-1%	-3%	-32%	-15%	i	5%	-3	3%
Cc1ccc(SCc2c(C(=O)N/N=C/c3ccc4c(c3)OCO4)nnn2-c2nonc2N)cc1	-9%	-4%	-2%	-2%	0%	i	0%	-2	-6%
COc1ccc(-n2ncc(C(=O)NCc3ccccc3)c2C2CCN(C(=O)OC(C)(C)C)CC2)cc1	.	i	13%	?	?	.	-1%	.	.
Cc1sc(=NC(=O)c2ccco2)n(C)c1-c1ccc(F)cc1	-8%	-62%[inhibitor][57.5 µM]	8%	-12%	-2%	i	-4%	-14	-4%
COC(=O)c1cc(NC(=O)/C=C/c2ccc3c(c2)OCO3)cc(C(=O)OC)c1	0%	-8%	17%	14%	0%	i	22%	25	-5%
COc1ccccc1NC(=S)NCCc1ccc(OC)c(OC)c1	-3%	-2%	-6%	14%	31%[activator]	i	-16%	-13	12%
Cc1ccc(NC(=O)COc2ccccc2C(=O)NCc2ccccc2)cc1	3%	-21%	27%	18%	?	i	11%	6	10%
CCCC1CCC(=NNC(=S)NCCc2ccccc2)CC1 (configuration not stated)	-10%	-29%	1%	-21%	?	i	10%	-3	9%
Cc1ccc(S(=O)(=O)N2CCN(C(=O)c3n[nH]c(=O)c4ccccc34)CC2)cc1	-1%	2%	8%	-34%	27%	i	-7%	19	1%
Fc1cc2ncn(Cc3ccccc3)c2cc1F	6%	i	26%	3%	-29%	i	28%	-6	3%
CC(C)c1ccc(NC(=O)c2ccc(=O)n(Cc3ccccc3)c2)cc1	.	-92%[inhibitor]	0%	?	?	.	-4%	.	.
O=S(=O)(c1cccs1)N1CN(C2CCCC2)c2nc3ccccc3nc21	-1%	4%	-17%	8%	?	i	-7%	-12	22%
COc1ccc(CCNC(=O)C(=O)NCC2CCCN2S(=O)(=O)c2ccccc2)cc1 (configuration not stated)	-14%	-57%[inhibitor]	-21%	41%	?	i	-21%	62	-6%
COc1ccc(NC(=O)N(C)C[C@H]2Oc3ccc(NC(=O)C4CC4)cc3CC(=O)N([C@@H](C)CO)C[C@@H]2C)cc1	0%	-26%	9%	5%	5%	i	0%	21	-2%
